Bioassay records (PubChem)
T cell modulator: modulates CD8 T cell binding to vesicles. calls only at 7 µM. AID 2052. hit rate 0.068% among 330,000. 2C CD8+ T cell-vesicle binding, flow cytometry; hits give low values;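 active means response, share of CD8 T cells binding vesicles, and their 90th percentile fluorescence all below set limits, cut at about 80% in these data, passing the limit was not always enough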
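Benchmarks: naked versus QL9-loaded vesicles / Assay system: purified 2C TCR transgenic mouse naive CD8+ T cells / Technique: high-throughput flow cytometry with anti-B7-1 and anti-CD8 staining / Timing: Cell–vesicle co-incubation 1.5 h at 37 °C, staining 20 min on ice / Read-out: percent CD8+ FL2 mean versus row control / Probe or stimulus: QL9-loaded Drosophila micro-vesicles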
MT stabilize HCS: microtubule stabilization, imaging screen; % tubulin-high responders, % at 10 µM; HeLa tubulin immunostaining HCS, 24 h; share of cells brighter than vehicle mean+2SD; hit rate 0.83% among 200,000;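 active means plate Z-score above 3 for both tubulin-high and condensed-nucleus cell shares, with cell loss under 80%, at 10 µM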;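 further: anti alpha tubulin signal scored within the nucleus-defined area of each cell; some results filed as inactive read as strong as hits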
Ins promoter up: MIN6 insulin promoter up-regulation; MIN6 insulin promoter-GFP reporter, high-content imaging; hits give high values; hit rate 0.3% among 190,000; z-score at 5 µM;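 active means z-score above 3 at 5 µM with at least 500 cells counted in the well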
Lipid droplet: modulators of hepatic lipid droplet formation; AML12 mouse hepatocytes, oleate lipid droplets, BODIPY imaging; inhibition, % at 6.5 µM; hit rate 0.4% among 240,000; AID 1656;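 active means lipid droplet intensity inhibited by at least 50%, with more than 500 cells counted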
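material = mouse AML12 hepatocyte cell line, fixed after treatment | also added = 100 µM oleic acid challenge | doses = compound at 6.5 µM only | schedule = overnight exposure | technique = Image-based BODIPY and DAPI two-channel analysis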
b-catenin transl: beta-catenin nuclear translocation modulation | HeLa beta-catenin nuclear translocation, immunofluorescence imaging | nuclear translocation activity, % at 5 µM | hit rate 0.3% among 190,000 | AID 1665;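 active means nuclear translocation activity above 50% at 5 µM, with a well cell count of 50 or more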;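 further: per-cell ratio of nuclear to cytoplasmic median beta-catenin stain intensity; plate controls were DMSO negative control for no effect and GSK-3 inhibitor IX positive control for full effect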
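Assay system: human HeLa cells, native beta-catenin; doses: 5 µM primary, 0.02–20 µM confirmation; incubation: compound treatment 24 h, 37°C, 5% CO2; technique: fluorescence imaging of beta-catenin antibody stain plus DAPI; measure: % activation, nuclear-to-cytoplasmic median beta-catenin signal ratio per cell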
human PMI inhibition: inhibitors of human PMI, primary screen, biochemical, fluorescence intensity, coupled assay (AID 1209); purified PMI enzyme, coupled fluorescence intensity; higher % means a stronger effect; hit rate 0.42% among 190,000; inhibition, % at 20 µM; hits with a dose series show IC50 in µM;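 further: plate controls were DMSO vehicle for no effect and wells lacking substrate for full effect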
human PMI inhibitors: MPI inhibition at elevated mannose 6-phosphate – biochemical, fluorescence intensity, high mannose 6-phosphate, primary screen (AID 1220). hit rate 0.66% among 190,000. recombinant PMI enzyme, coupled fluorescence intensity; higher % means a stronger effect. inhibition, % at 20 µM, or IC50 in µM where a hit was titrated
Autophagy mod: autophagy modulation, high-content screen; calls only at 10 µM (by protocol); MEF GFP-LC3 puncta imaging; test concentration mostly 10 µM; AID 463193; hit rate 0.98% among 190,000;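 active means percentage of spot-positive cells more than 3 SD above its plate mean, without a fluorescence outlier flag or 80% toxicity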;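 further: spot-positive cell cutoff set from DMSO-treated cells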
TNAP activation fold: stimulation of alkaline phosphatase TNAP activity – biochemical, luminescent, no phosphate acceptor, uHTS, primary screen (AID 1001); activation fold at 20 µM; hits with a dose series show EC50 in µM; hit rate 0.03% among 200,000; purified TNAP, luminescent activation assay, no phosphate acceptor; higher activation fold means a stronger effect; in the data active means activation fold from about 3, or a potency from the dose series; inactive means the rest, 99 in 100 with activation fold below about 1.6; further: many of its hits are not listed in these tables
Ins promoter up cell count: also measured in Ins promoter up; calls as there; cell count; measured here: cytotoxicity, nuclei count;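 total cells summed across four imaged fields per well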
Lipid droplet cells 6.5 µM: second read-out of Lipid droplet, no call of its own (marks repeat the call); cell count; measured here: cell count, cytotoxicity flag;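 cells counted across two imaged fields per well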
b-catenin transl cell count 5 µM: also measured in b-catenin transl; calls as there; cell count; measured here: cell count, cytotoxicity flag
T cell modulator vesicle-bound %: second read-out of T cell modulator, no call of its own (marks repeat the call); double positive events, %; measured here: CD8+ vesicle-bound cell fraction;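 binding gate set so that unloaded-vesicle control wells show 10% double positive cells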
MT stabilize HCS Hoechst-high %: further read-out of MT stabilize HCS, marked with its call; % Hoechst-high responders; measured here: nuclear condensation Hoechst responders;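 share of cells brighter than vehicle mean plus two SD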
MT stabilize HCS cytotoxicity %: second read-out of MT stabilize HCS, no call of its own (marks repeat the call); toxicity, %; measured here: cytotoxicity by cell density;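 0% = mean cell density of plate MIN control wells and 100% = no cells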
Autophagy mod cell loss 18 h: also measured in Autophagy mod; calls as there; toxicity, %; measured here: cell loss, nuclei count;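 cell loss after 18 h compound exposure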
* hit, by the source's call; i = inactive; nt = not tested or not shown. Unless noted, no stated cut-off is given here; in the data, active means inhibition above about 50%; inactive means the rest. Outcome played no part in choosing rows; 2.9% or so of the library scored in one or more.

SMILES	T cell modulator	T cell modulator vesicle-bound %	MT stabilize HCS	MT stabilize HCS Hoechst-high %	MT stabilize HCS cytotoxicity %	Ins promoter up	Ins promoter up cell count	Lipid droplet	Lipid droplet cells 6.5 µM	b-catenin transl	b-catenin transl cell count 5 µM	human PMI inhibition	human PMI inhibitors	Autophagy mod	Autophagy mod cell loss 18 h	TNAP activation fold
CS(=O)(=O)N1CCC(C(=O)NCCC2=CCCCC2)CC1	i	14	4.3	3.0	7.8	0.2	1352	0	683	nt	nt	7%	-1%	i	-4	1.1
Cn1c(=O)c2c(nc(CN3CCN(C(=O)c4ccco4)CC3)n2Cc2cccc(Cl)c2)n(C)c1=O	i	25	1.7	3.6	7.6	-1.3	1126	nt	nt	-4.1	938	3%	7%	i	5	1
CC(=O)Nc1c(OC(C)=O)ccc2c(C)cc(=O)oc12	i	45	2.4	2.2	13	1.2	1466	nt	nt	0.2	726	0%	-6%	i	5	1.1
Cc1ccc(S(=O)(=O)N(C)C)cc1NC(=S)Nc1ccc2cn[nH]c2c1	i	35	3.1	2.7	5.5	-0.5	1090	56*	650*	-1.9	1080	55%*	nt	i	-2	1.1
Cc1c(C=O)c2ccccn2c1C(=O)c1ccncc1	i	7	6.6	1.6	1.3	1.5	1448	nt	nt	-2.1	1346	-4%	-7%	i	1	1.1
CC(C)(C)CC(=O)NC(=S)NCCc1ccccc1	i	34	1.4	0.8	0.5	-0.44	1444	nt	nt	1.5	1421	12%	8%	i	-6	1.1
O/N=C/CCn1c(=S)sc2ccccc21	i	38	4.8	3.0	4.9	-0.05	1181	nt	nt	-3.4	1041	-2%	2%	i	8	1.1
Cc1noc(C)c1-c1nc(CS(=O)(=O)c2ccccc2)no1	i	45	nt	nt	nt	-0.32	1416	19	665	-3.9	1148	nt	nt	nt	nt	nt
C=C(C)CSc1ncc(-c2cccc(C(F)(F)F)c2)cn1	i	34	3.5	2.3	6.6	0.28	1334	nt	nt	-1.3	1046	6%	10%	i	-25	1.1
Cc1c(N=C2Nc3cccc4cccc2c34)c(=O)n(-c2ccccc2)n1C	i	39	5.8	1.1	0.7	1.4	948	nt	nt	-0.4	1171	12%	38%	i	5	1
Cc1ccc(C)c(NC(=S)N/N=C2\CCc3ccccc32)c1	i	38	nt	nt	nt	-0.52	913	22	703	-0.1	1264	nt	nt	nt	nt	nt
Cc1ccccc1NC(=S)N1CCCC1	i	42	5.6	2.8	12	0.45	1180	-11	584	0.6	517	-6%	53%*	i	-10	1.1
COc1ccccc1OCCC(=O)OCC(=O)Nc1cc(S(=O)(=O)N(C)C)ccc1Cl	i	50	1.6	2.3	23	-0.03	1349	10	602	-3.2	1123	13%	14%	i	-4	1.1
O=C(CN(C1CCCCC1)S(=O)(=O)c1ccccc1)NCc1ccco1	i	32	4.0	2.0	4.5	nt	nt	11	725	6.1	805	-4%	0%	i	2	1.1
O=C(NC1=NCCS1)c1nc(-c2ccccc2)n(-c2ccccc2)n1	i	58	2.7	1.4	6.3	-0.15	1248	22	650	1.0	1098	12%	5%	i	-1	1
CCN(CC)C(=O)Cn1c(=O)n(-c2ccccc2)c(=O)n1CC(=O)N(CC)CC	i	6	4.6	2.4	4.0	1	926	nt	nt	-1.4	777	-1%	-3%	i	28	1.1
O=C(c1ccc(-n2cccn2)cc1)N1CCc2ccccc2C1	i	29	nt	nt	nt	-0.14	987	19	704	-0.8	1317	nt	nt	nt	nt	nt
COc1ccc(CCC(=O)NC2=NCCS2)cc1OC	i	40	3.0	1.6	1.0	0.41	1312	nt	nt	-4.5	989	-1%	-4%	i	14	1.2
CCOC(=O)C1=C(O)C(=O)N(Cc2cccnc2)C1c1ccc(C)cc1 (stereo not given)	i	23	1.4	1.3	6.6	nt	nt	22	659	0.9	1523	4%	13%	i	-6	1
O=C(O)c1ccc(/C=N/Nc2nc3ccccc3[nH]2)cc1	i	21	nt	nt	nt	0.73	1404	-5	654	-1.5	1092	nt	nt	nt	nt	nt
COc1ccc(Cl)cc1NC(=O)NCc1ccco1	i	54	3.6	1.7	5.7	0.1	1342	-10	705	-2.2	1069	9%	2%	i	9	1.1
Cc1cc(C(=O)N/N=C/c2cn[nH]c2-c2ccccc2)cs1	i	29	1.7	3.4	8.1	0.08	1351	2	699	-3.0	599	-6%	1%	i	24	0.9
O=C1CC2(CCCC2)CC(=O)N1CCCCN1CCN(c2ncccn2)CC1	i	15	2.4	3.8	12	nt	nt	1	694	1.2	557	-16%	-12%	i	-2	1
COc1ccc(/C=N/NC(=O)c2cccc(Br)c2)cc1CN1CCOCC1	i	8	nt	nt	nt	0.23	1024	27	673	0.6	1256	nt	nt	nt	nt	nt
COCC(=O)Nc1nc(-c2ccc([N+](=O)[O-])cc2)cs1	i	18	1.4	2.0	6.0	-0.18	1510	5	681	-2.5	1098	-6%	2%	i	9	1.1
Nc1c(C(=O)NCc2ccco2)c2nc3ccccc3nc2n1CCc1ccc(F)cc1	i	36	1.7	1.5	5.7	nt	nt	16	834	nt	nt	37%	32%	i	2	1
CN(C(=O)CSc1nnc(-c2ccncc2)n1Cc1ccccc1)C1CCS(=O)(=O)C1 (stereo not given)	i	31	2.9	1.7	12	-0.07	1417	2	680	-2.6	1077	-2%	2%	i	5	1.1
COCCCn1cc(C(=O)c2cc(OC)ccc2OCC(=O)Nc2cc(C)on2)cc(C#N)c1=O	i	40	1.7	1.6	3.3	-0.05	1284	-1	751	-0.7	1066	16%	15%	i	0	1.1
Cc1ccc(C)c(NC(=O)C2CCCN2S(=O)(=O)c2ccc3c(c2)n(C)c(=O)c(=O)n3C)c1 (stereo not given)	i	32	3.4	2.0	6.4	-0.28	1260	-1	691	-0.6	565	-9%	1%	i	7	1.1
CCC(CO)n1c(=S)[nH]c2cc(OC)c(OC)cc2c1=O (stereo not given)	i	19	4.9	4.0	6.5	-0.06	1346	28	698	0.5	1128	-2%	-4%	i	-11	1.1
COc1ccc(C2CC(=O)c3cnc(Nc4cc(C)cc(C)c4)nc3C2)cc1 (stereo not given)	i	47	2.5	1.9	12	1	1555	nt	nt	0.4	1346	15%	2%	i	-7	1
O=C1c2ccccc2C(=O)N1c1ncc(Cc2ccc(Cl)cc2)s1	i	38	2.6	2.7	11	-0.32	1409	-18	652	-0.3	848	11%	-5%	i	10	1.2
Cc1ccc2cc(CCNC(=O)C3CCCC3)c(=O)[nH]c2c1	i	56	3.0	1.9	6.7	0.26	2002	-19	668	-0.5	1057	11%	6%	i	5	1.1
O=C1CCC(C(=O)NC2(C(=O)NC3CCCCC3)CCCCC2)N1 (stereo not given)	i	53	5.4	3.1	5.0	-0.26	1453	nt	nt	-0.2	1409	-5%	4%	i	-3	1
CCN(CC)S(=O)(=O)N1CCC(C(=O)NCc2ccc(C)cc2)CC1	i	23	4.5	3.7	7.0	1.7	1242	nt	nt	0.2	1471	7%	16%	i	23	1
CCN(CC)CCN(C)C(=O)CCc1nnc(-c2ccc(C)s2)o1	i	7	1.6	0.5	3.1	nt	nt	3	743	-0.9	915	-2%	-6%	i	12	1.1
COc1cc2c(cc1OC)CN(Cc1cc(=O)oc3cc(C)c(C)cc13)CC2	i	45	2.3	1.8	7.9	0.01	1243	8	697	-1.9	597	-50%	-122%	i	8	1.4
COc1ccc([N+](=O)[O-])cc1NS(=O)(=O)c1ccccc1	i	41	1.7	2.3	12	nt	nt	20	666	-2.5	1099	4%	0%	i	-8	1
CSc1ccccc1C(=O)NCc1ccccc1C	i	53	3.4	1.8	6.4	-0.67	1493	-6	678	0.6	1505	-3%	-2%	i	5	1.1
Cc1ccc(-c2nn(-c3ccccc3)cc2/C=C(\C#N)C(=O)NCc2ccccc2)cc1	i	10	4.3	3.2	0.6	-1.4	1393	11	683	nt	nt	-4%	12%	i	-14	1
O=C(NCCC1=CCCCC1)C1CCCN(c2nc3ccccc3o2)C1 (stereo not given)	i	13	4.8	2.7	5.6	-0.13	1624	nt	nt	-0.2	1368	-7%	-2%	i	16	1
Cc1ccc(-c2csc(NC(=O)Cn3cnc4c3c(=O)n(C)c(=O)n4C)n2)cc1C	i	49	1.3	1.3	5.2	-2.1	537	-19	721	-1.3	1086	-1%	-4%	i	31	1
COc1cccc(NC(=O)c2cc(C(=O)Nc3cccc(OC)c3)n(C)n2)c1	i	7	2.8	2.5	2.5	0.79	1323	-3	723	nt	nt	19%	18%	i	-9	1
COCCn1c(SCc2nc3ccccc3c(=O)[nH]2)nc2ccccc2c1=O	i	52	1.0	2.1	0.3	-0.15	1432	-2	760	-0.2	1009	13%	10%	i	31	1.1
Cc1ccc(S(=O)(=O)Nc2ccc(-c3cn4ccc(C)cc4n3)cc2)cc1	i	58	4.5	2.3	2.9	-0.12	1671	2	534	0.8	1130	2%	-7%	i	13	1
CCCCC(=O)Nc1sc(C(=O)N(CC)CC)c(C)c1C(=O)OC	i	57	5.0	2.3	4.6	-0.02	1123	-47	737	-1.9	1222	58%*	32%	i	-5	1.1
O=C(Cc1ccccc1[N+](=O)[O-])NCc1ccncc1	i	59	2.3	1.8	2.9	-0.06	1422	8	670	-4.9	1121	-4%	-5%	i	7	1.1

A draw from above in order of heavy-atom count, smallest number first.
SMILES	T cell modulator	T cell modulator vesicle-bound %	MT stabilize HCS	MT stabilize HCS Hoechst-high %	MT stabilize HCS cytotoxicity %	Ins promoter up	Ins promoter up cell count	Lipid droplet	Lipid droplet cells 6.5 µM	b-catenin transl	b-catenin transl cell count 5 µM	human PMI inhibition	human PMI inhibitors	Autophagy mod	Autophagy mod cell loss 18 h	TNAP activation fold
O=C(NCCC1=CCCCC1)C1CCCN(c2nc3ccccc3o2)C1 (stereo not given)	i	13	4.8	2.7	5.6	-0.13	1624	nt	nt	-0.2	1368	-7%	-2%	i	16	1
COCCn1c(SCc2nc3ccccc3c(=O)[nH]2)nc2ccccc2c1=O	i	52	1.0	2.1	0.3	-0.15	1432	-2	760	-0.2	1009	13%	10%	i	31	1.1
Cc1ccc(-c2csc(NC(=O)Cn3cnc4c3c(=O)n(C)c(=O)n4C)n2)cc1C	i	49	1.3	1.3	5.2	-2.1	537	-19	721	-1.3	1086	-1%	-4%	i	31	1
